Screening results from PubChem BioAssay.
hERG WT inh = qHTS for Inhibitors of KCHN2 3.1: Wildtype qHTS; Voltage-gated inwardly rectifying potassium channel KCNH2 (Homo sapiens), Q12809; U2OS, BacMam KCNH2, thallium flux FluxOr; hits give low values; activity change, % at 1.84 µM; actives 0.37% (n = 340,000);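 active = maximum activity change below -70%; inconclusive = maximum activity change between -70% and -50%; inactive = maximum activity change above -50%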; also: % is scaled to controls: 0 for no effect and ±100 for the full control effect
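U2OS cells transduced with wild-type KCNH2 virus are loaded with FluxOr dye for 45 min, and thallium flux is measured in kinetic reads before and after stimulation buffer. Rate constants are normalized to DMSO controls.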
MBNL1-CUG inh = qHTS Assay for Inhibitors of MBNL1-poly(CUG) RNA binding; Potency, µM (titrated, usually from 57.5 µM), for inactives: at the highest dose activity change, negative = inhibition, usual class: inhibitors; Muscleblind-like protein 1 (Homo sapiens), Q9NR56; actives 0.036% (n = 280,000); TR-FRET MBNL1-His/biotin-(CUG)12 binding, 665/545 ratio; active = well fitted inhibition curve with a large enough effect in the signal ratio, with a control signal flat, not every such curve was filed as active; inconclusive = small, poorly fitted or top-dose-only effect, or effect the other way, or a change in a side signal; inactive = no such curve, though single readings can be large or run the other way; the % refers to the signal ratio; also: potency is read from the fitted curve at half-maximal effect; % is scaled to controls: 0 for no effect and ±100 for the full control effect
Target sequence (Q9NR56 whole entry, looked up): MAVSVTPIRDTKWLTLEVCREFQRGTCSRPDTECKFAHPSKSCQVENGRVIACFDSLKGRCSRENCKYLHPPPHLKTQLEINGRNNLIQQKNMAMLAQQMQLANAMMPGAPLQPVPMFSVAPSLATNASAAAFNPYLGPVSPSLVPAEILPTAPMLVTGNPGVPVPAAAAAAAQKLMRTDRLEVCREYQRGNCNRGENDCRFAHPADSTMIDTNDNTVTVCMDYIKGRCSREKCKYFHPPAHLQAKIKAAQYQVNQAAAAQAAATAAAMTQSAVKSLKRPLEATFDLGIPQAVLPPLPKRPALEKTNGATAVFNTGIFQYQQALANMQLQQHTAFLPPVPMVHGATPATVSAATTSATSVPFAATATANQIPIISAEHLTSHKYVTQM
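TR-FRET readout: Ex 340 nm, 665/545 nm emission ratio, normalized to buffer-only (basal) and MBNL1-(CUG)12 controls. Complex of MBNL1-His with Biotin-(CUG)12, compounds 92 nM–58 uM, incubated 60 min at room temperature.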
Integrin act MD = qHTS for Activators of Integrin-Mediated Alleviation for Muscular Dystrophy. Potency, µM (series often up to 38.3 µM), inactives show top-dose activation, most hits filed as activators. actives 0.064% (n = 350,000). alpha7betagal myoblasts, beta-gal FDG fluorescence, 48 h. AID 624291, 2012;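 also: potency is read from the fitted curve at half-maximal effect; 100% = response of the positive control SU9516; nearly all actives have a fitted effect of over 60% in size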
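Alpha7betagal+/- myoblasts (passage 13) were plated 16-24 hr, then exposed to compounds (1:260 dilution of DMSO stock) for 48 hours at 37C. After MPER lysis, β-galactosidase reporter activity was read as FDG fluorescence (ex 480/em 540) after 30 minutes.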
Coupling enz = qHTS Assay for Inhibitors of Fructose-1,6-bisphosphate Aldolase from Giardia Lamblia: Coupling assay counterscreen; coupling enzyme system counterscreen, AmpLite Red fluorescence; activity change, negative = inhibition, % at 58.2 µM, hits read low; actives 0.67% (n = 290,000); AID 2472, 2010; in the data active = activity change below about -30%; also: % is scaled to controls: 0 for no effect and ±100 for the full control effect
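Counterscreen lacking aldolase: glyceraldehyde-3-phosphate coupling-enzyme reagent preincubated 10 min at RT with compound (at 57.5 uM final), then substrate/coupling system with AmpLite Red added; fluorescence read at 525/598 nm after 20 min RT.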
GALK inhibitor = qHTS Assay for Inhibitors of Human Galactokinase (GALK) | actives 0.007% (n = 270,000) | P51570 | Potency, µM (series often up to 57.5 µM), for the others: top-dose activity change, negative = inhibition, usual class: inhibitors | AID 1868, 2009 | Purified GALK, Kinase-Glo residual ATP luminescence; also: potency is read from the fitted curve at half-maximal effect; % is scaled to controls: 0 for no effect and ±100 for the full control effect
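Luminescence from leftover ATP (Ultra-Glo luciferase/luciferin) served as read-out after a 1 h room-temperature reaction of 5 nM GALK with 35 uM ATP and 100 uM galactose.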
MLL CXXC-DNA inh = qHTS Fluorescence Polarization Assay for Inhibitors of MLL CXXC domain - DNA interaction. MLL-CXXC / FITC-HOXA9 DNA fluorescence polarization. Potency, µM (doses to about 115 µM), inactives show top-dose activity change, negative = inhibition, actives largely listed as inhibitors. actives 0.037% (n = 290,000); active = well fitted inhibition curve with a large enough effect in the polarisation, with a control signal flat, not every such curve was filed as active; inconclusive = small, poorly fitted or top-dose-only effect, or effect the other way, or a change in a side signal; inactive = no such curve, though single readings can be large or run the other way; the % refers to the polarisation; also: potency is read from the fitted curve at half-maximal effect
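Purified MLL-CXXC (added from a 7 uM solution) was preincubated 5 min at ambient with pinned compounds in 50 mM Tris-HCl pH 7.5, 50 mM NaCl, 1 mM DTT, 0.05% BSA. Fluorescein-labeled HOX-A9 DNA (50 nM solution) followed, 30 min, then polarization read.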
KCNH2 3.1 inh = qHTS for Inhibitors of KCHN2 3.1: Mutant qHTS; U2OS KCNH2 3.1, thallium flux FluxOr; hits give low values; activity change, % (tested at about 1.8 µM); actives 0.95% (n = 340,000);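 active = maximum activity change below -70%; inconclusive = maximum activity change from -70% to -50%; inactive = maximum activity change above -50%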;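 also: thallium influx rate constant from kinetic fluorescence after stimulation buffer; % is scaled to controls: 0 for no effect and ±100 for the full control effect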
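Kinetic fluorescence (2 min after stimulation buffer) measures Tl+ influx through KCNH2 3.1 expressed by viral transduction in U2OS cells; the rate constant is normalized against DMSO controls serving as positive and negative references.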
S-ASM inh = Inhibitors of Secretory Acid Sphingomyelinase (S-ASM): qHTS. Sphingomyelin phosphodiesterase (Homo sapiens), P17405. placental ASM, HMU-PC fluorogenic substrate, 60 min. Potency, µM (series often up to 57.5 µM), inactives show top-dose activity change, negative = inhibition, hits mostly inhibitors. actives 0.006% (n = 340,000); also: potency is read from the fitted curve at half-maximal effect
Target sequence (P17405 47-631 limits assumed): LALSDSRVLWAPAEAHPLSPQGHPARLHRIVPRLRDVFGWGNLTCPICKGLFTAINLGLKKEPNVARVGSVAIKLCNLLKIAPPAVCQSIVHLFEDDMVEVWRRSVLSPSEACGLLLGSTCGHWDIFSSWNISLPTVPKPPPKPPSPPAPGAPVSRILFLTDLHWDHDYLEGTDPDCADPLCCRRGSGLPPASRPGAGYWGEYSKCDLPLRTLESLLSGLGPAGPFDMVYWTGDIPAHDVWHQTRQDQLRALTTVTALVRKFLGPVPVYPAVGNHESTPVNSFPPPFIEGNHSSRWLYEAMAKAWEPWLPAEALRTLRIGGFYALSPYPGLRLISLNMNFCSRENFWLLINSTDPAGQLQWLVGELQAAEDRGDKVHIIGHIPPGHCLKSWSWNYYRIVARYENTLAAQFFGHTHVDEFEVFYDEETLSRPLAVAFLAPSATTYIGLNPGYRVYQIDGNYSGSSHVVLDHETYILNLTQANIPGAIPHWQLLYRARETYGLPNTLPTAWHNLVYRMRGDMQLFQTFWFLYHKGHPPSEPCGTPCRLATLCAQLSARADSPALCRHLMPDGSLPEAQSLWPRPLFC
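Steps: dispense placental human ASM, pin compound, wait 10 min at room temperature, add HMU-PC0 substrate at 9 uM final, incubate 60 min at 37 °C, add stop solution raising pH to 10, read fluorescence.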
TRPV1 ag = HTS Assay for Compounds that Act as Agonists of the Vanilloid Receptor 1 | Transient receptor potential cation channel subfamily V member 1 (Homo sapiens), Q8NER1 | TRPV1-expressing cells, Fluo-8 calcium influx, agonist mode | activation, % at 8.33 µM | actives 0.19% (n = 320,000); in the data active = activation above about 80%; inconclusive = between about 30% and that limit; also: 0% is about no effect
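TRPV1-expressing cells were cultured overnight at 35.5C and loaded with Fluo-8 calcium dye for 40 to 90 min at room temperature. After a 10 s baseline, compound was added and calcium influx was read kinetically for 3 min (ex 480/em 520 nm).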
AT treatment = qHTS Assay for Identifying a Potential Treatment of Ataxia-Telangiectasia; […] A-T fibroblasts, KAP-1 phosphorylation AlphaLISA; neocarzinostatin DNA damage 30 min before lysis; Potency, µM (top dose mostly 57.5 µM), without a hit: top-dose activation, actives largely listed as activators; actives 0.19% (n = 320,000); AID 485349, 2010; also: potency is read from the fitted curve at half-maximal effect; % of control where 0% means no effect; nearly all actives have a fitted effect of over 45% in size
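ATM-like activity read as KAP-1 phosphorylation via AlphaLISA donor/acceptor antibody pairs after lysis and 6 hr at 25C. Cells were ATM-null patient fibroblasts ([…], hTERT), dosed 60 min, then exposed to the DSB inducer NCS for 30 min.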
* marks the source's active call; other numbers are inactive results; ? = inconclusive; nt = not tested or not shown; [ ] = another dose, or the depositor's remark. Unless noted, calls follow the shape of the dose curve; as a rule, active = well fitted curve in the direction sought with a large enough effect; inconclusive = small, poorly fitted or top-dose-only effect, or another doubt; inactive = no such curve, though single readings can be large; an effect the other way counts as inactive or inconclusive.

SMILES	hERG WT inh	MBNL1-CUG inh	Integrin act MD	Coupling enz	GALK inhibitor	MLL CXXC-DNA inh	KCNH2 3.1 inh	S-ASM inh	TRPV1 ag	AT treatment
Cc1cc(C)c(C)c(S(=O)(=O)NCc2ccncc2)c1C	-1.7	0.1%	-31.5%	-4.7	5.5%	-8.8%	27.9	-3.8%[11.5 µM]	-0.1	5.3%
O=C(C1CCN(S(=O)(=O)c2cc(Cl)ccc2Cl)CC1)N1CCCC1	-2.4	-1.6%	-1.9%	-0.3	-2.9%	44.2%[activator]	13.5	-5.4%	?	-2.2%
Cc1ccc(S(=O)(=O)N(CCC(=O)NCc2ccc(S(N)(=O)=O)cc2)c2ccccc2)cc1	7.6	nt	11.9%	nt	nt	nt	-1.5	11.8%	1.9	-1.3%
COc1cc(C(=O)Nc2ccc(N(C)C)cc2)cc(OC)c1OC	-12.0	-2.8%	9.7%	0.2	2.1%	1.3%	-1.8	0.6%	5.1	2.2%
CCn1c(C)nc2cc(C(=O)N/N=C(\C)c3ccc(N4CCOCC4)cc3)ccc21	nt	2.1%	-6.5%	-1.6	1.3%	-1.5%	5.6	4.9%	1.8	-5.5%
COc1ccc(-c2cc(C(=O)NCc3cccnc3)no2)cc1OC	-1.9	-1.1%	-7.0%	-0.6	0.5%	-2.1%	1.3	-0.4%	4.2	-0.4%
CCOC(=O)C1CCCN(c2ncnc3c2[nH]c2cccc(OC)c23)C1 (stereo not given)	nt	-1.5%	nt	-2.6	2.9%	9.0%	nt	nt	0.9	-17.9%
N#C/C(=C\c1cccs1)C(=O)NCc1cccnc1	2.2	?	-37.2%	5.4	-0.5%	-2.4%	-0.8	-3.8%	-0.8	6.5%
O=C(NC(=S)Nc1cccc([N+](=O)[O-])c1)C1CCCC1	-9.0	?	17.0%	-1.2	4.0%	-8.4%	-0.4	-4.2%	?	34.2%
CN(c1ccc(Cl)cc1)S(=O)(=O)c1nnc(NC(=O)c2ccco2)s1	-1.8	1.5%	6.4%	nt	-6.9%	-1.3%	-20.5	?	1.9	-0.3%
COc1ccc(CCN2C(=O)C=CC2=O)cc1OC	1.7	nt	-5.1%	nt	nt	nt	-5.6	4.7%	nt	nt
N#Cc1ccccc1NC(=O)CN1CCOCC1	-16.7	-14.5%	-1.1%	-2.3	-5.0%	0.2%	8.9	0.8%	-1.7	1.2%
CCCn1nnc(NC(=S)NC(=O)CC)n1	1.3	-0.3%	24.1%	-0.8	-4.9%	6.3%	12.4	2.4%	0.6	1.4%
CCOc1ccc(CC(=O)OCn2nnc3ccccc3c2=O)cc1	-13.9	-5.9%	8.8%	5.4	-1.3%	11.5%	-15.5	-0.8%	6.6	6.3%
CCOCCn1c(CN2CCCCC2)nc2c1c(=O)n(C)c(=O)n2C	5.6	-0.2%	-2.1%	-1.2	nt	nt	-27.6	1.2%	1.9	3.1%
O=C(CCCNS(=O)(=O)c1cccs1)N1CCN(c2cccc(Cl)c2)CC1	-0.5	-8.0%	20.7%	-0.4	-0.9%	0.7%	-18.4	-4.7%	16.0	4.9%
CN(C(=O)c1ccc(F)c(S(=O)(=O)N2CCOCC2)c1)C1CCCCC1	-4.7	nt	?	nt	nt	nt	6.1	-0.3%	8.8	-5.1%
CC(=O)Nc1ccc(NC(=O)COc2c(C)cc(Br)cc2C)cc1	2.6	1.3%	3.2%	4.8	1.7%	-4.7%	9.2	-2.7%	3.8	-0.7%
Cc1ccc(C)c(CN2CCC(n3nccc3NC(=O)C3CCCC3)CC2)c1	9.0	-0.4%	-3.0%	-2.9	-3.9%	-2.8%	-17.9	-0.2%	?	3.7%
CN(CC(=O)Nc1c(Cl)cccc1Cl)C(=O)c1cc2ccccc2cc1O	-1.2	nt	17.0%	nt	nt	nt	-3.4	7.7%	-4.1	-5.5%
Cc1ccc(NC(=S)N(Cc2ccccc2)C(C)C)cc1	1.9	nt	-7.8%	0.3	-2.2%	19.0%	-6.1	-3.0%	nt	7.9%
O=C(Cc1ccc(S(=O)(=O)N2CCOCC2)s1)Nc1ccc2c(c1)CCC2	-2.0	-2.5%	-30.3%	0.9	3.3%	-17.5%	-9.9	-9.5%	11.5	5.9%
Cc1c([N+](=O)[O-])c(C(=O)N2CCCC2)nn1C	7.2	-12.7%	9.9%	3.7	-1.1%	-4.3%	-6.6	-0.5%	-0.7	-2.3%
CC1CCCCN1CCNC(=O)C1CCCN(c2ncnc3c2nc2n3CCCCC2)C1 (stereo not given)	3.4	-9.3%	-24.7%	1.8	1.4%	13.9%	6.8	2.4%	1.2	9.6%
C=CC[N+](C)(C)CC(=O)OCc1ccccc1	-8.4	-11.0%	-2.9%	4.4	1.9%	11.3%	-0.5	3.6%	-3.2	-1.6%
c1ccc2c(c1)ncn2CCC1CCCCC1	-0.8	9.7%	-2.0%[7.66 µM]	4.7	0.2%	2.8%	15.5	2.3%	1.7	3.7%
CCCCn1c(N)c(N(CCOC)C(=O)CCc2ccc(OC)cc2)c(=O)[nH]c1=O	-1.8	?	16.4%	-0.3	-3.2%	1.2%	6.3	1.1%	1.1	-0.1%
C=CCNC(=S)N1CCN(c2cc3c(cc2F)c(=O)c(C(=O)O)cn3CC)CC1	7.0	-5.6%	34.2%	-5.0	nt	-13.5%	17.3	-7.7%	3.8	-17.1%
O=C(N1CCN(c2ccccc2F)CC1)C12CC3CC(CC(C3)C1)C2	8.8	-7.9%	-12.4%	0.7	0.1%	-2.1%	8.1	-5.1%	-3.0	23.6%
Cc1ccc(Nc2nnc(-c3ccncc3)s2)c(Br)c1	-0.1	?	3.3%	0.7	-3.4%	10.4%	-8.4	-0.9%	?	9.4%
Cc1ccnc(OC(C(=O)O)C(OCCc2ccccc2)(c2ccccc2)c2ccccc2)n1 (stereo not given)	0.6	-14.5%	-12.9%	5.1	-8.2%	11.4%	6.2	-0.2%	7.0	-3.9%
CCn1ncc(CN2CCN(Cc3ccc(OC)c(C)c3C)C(CCO)C2)c1C (stereo not given)	23.1	-7.0%	?	-1.8	1.7%	-6.4%	-24.4	-1.4%	-1.4	-3.2%
CCC(=O)c1cn(CC(=O)Nc2cc(C)ccc2C)c2ccccc12	21.4	1.8%	6.0%	3.4	5.1%	40.5%[activator]	4.3	2.4%	4.8	12.6%
CC1CN(Cc2ccccc2)c2nc3c(c(=O)n(CC(N)=O)c(=O)n3C)n2C1 (stereo not given)	-5.8	-0.9%	12.4%	-3.1	4.7%	28.8%	10.6	1.9%	-0.6	-3.3%
COc1ccc2oc(=O)c(C(=O)N3c4ccccc4CC3C)cc2c1 (stereo not given)	7.1	6.4%	11.7%[7.66 µM]	-1.0	1.0%	-1.5%	-11.2	-2.0%	4.1	-2.8%
Nc1nc(-c2ccco2)nn1C(=O)c1ccc([N+](=O)[O-])cc1	4.5	19.0%	?	0.4	3.9%	-1.7%	12.1	-1.8%	1.4	6.1%
CN(C)CCCN(C(=O)CCc1ccccc1)c1nc2ccc(F)cc2s1	25.4	-4.1%	-5.8%	1.6	0.5%	7.1%	-7.3	-2.7%	-1.6	8.5%
Cc1cccc(C)c1OCCCCc1c(C)n[nH]c1C	8.4	-4.6%	-2.0%	-3.2	-0.2%	1.2%	8.3	-0.3%	2.7	nt
O=C(NNC(=O)c1cccnc1SCc1cccc([N+](=O)[O-])c1)c1ccc(F)cc1	1.9	14.2%	-54.4%[inhibitor]	-1.4	-1.7%	4.6%	15.0	-0.2%	1.6	4.8%
CC(Oc1ccc2c(-c3ccccc3)cc(=O)oc2c1)C(=O)O (stereo not given)	-23.1	18.2%	5.6%	17.3	-0.4%	-4.3%	8.0	6.9%	4.4	-2.6%
